C-LANA FP: inhibitors of KSHV C-LANA binding to DNA, primary screen, biochemical, fluorescence polarization, FAM-LBS DNA, MBP-C-LANA, single point. 340,000 compounds, 0.078% hits. Kaposi's sarcoma herpesvirus LANA C-terminal domain (residues 932-1162) DNA binding. inhibition, % at 9 µM;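 active means highest replicate inhibition at or above 60% at 9 µM, even if other replicates fall short; inactive means all replicates below 60% inhibition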;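 further: 0% = neutral control wells and 100% = 4 µM acridine orange control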
SUMO Mot1 rescue: yeast Mot1-301 growth rescue at high temperature, primary screen, SUMOylation pathway inhibitor project, S. cerevisiae, ATP luminescence, 38.5C; 320,000 compounds, 1% hits; S. cerevisiae Mot1-301 growth rescue; percent above DMSO median, 100 means doubled; AID 2716, 2010; growth rescue, % at 18.8 µM;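 active means every valid replicate shows activation above 250% relative to neutral control wells; inactive means the rest, any valid replicate at or below 250%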;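 further: OY570 slx delta 5 strain wells were the positive control but not used for scaling; some compounds called inactive have numbers as strong as hits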
PvdQ inh: P. aeruginosa PvdQ acylase inhibitors, primary screen, biochemical, fluorescence, plate reader and imaging, single point | PvdQ acylase [Pseudomonas aeruginosa LESB58] | purified PvdQ acylase | AID 488965, 2010 | 340,000 compounds, 0.063% hits | inhibition, % at 10 µM; in the data active means inhibition above about 30%, passing the limit was not always enough;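 further: 0% = vehicle neutral wells and 100% = reference inhibitor wells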
NSD2 HMT inh: NSD2 histone methyltransferase inhibitors, primary screen, biochemical, AlphaScreen, single concentration, set 2. 310,000 compounds, 0.54% hits. NSD2 peptide methylation, 120 min. inhibition, % at 12.5 µM. AID 743445, 2014; in the data active means inhibition above about 50%
RTF Ca sens inh: cardiac RTF calcium sensitivity inhibitors, primary screen, biochemical, IANBD-TnC fluorescence, EC70 calcium | inhibition, % at 7.15 µM | IANBD-labeled cardiac RTF, Ca2+ fluorescence | 340,000 compounds, 0.12% hits | Troponin I, cardiac muscle (Homo sapiens) + Troponin T, cardiac muscle (Homo sapiens) + …;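 active means inhibition above the mean inhibition of all tested compounds plus 3 SD, cut at about 17% in these data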;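 further: assay run at fixed EC70 calcium of 1.6 mM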
Keap1-Nrf2 PPI: Keap1-Nrf2 protein-protein interaction inhibitors, primary screen, biochemical, fluorescence polarization, single point; AID 504523, 2011; Kelch-like ECH-associated protein 1 (Homo sapiens), Q14145; 340,000 compounds, 0.15% hits; inhibition, % at 9.4 µM; Keap1 Kelch-Nrf2 peptide fluorescence polarization, 1536-well; in the data active means inhibition above about 12%;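 further: human Keap1 Kelch domain with fluorescein labeled Nrf2 9mer peptide probe; 0% = neutral control wells and 100% = peptide positive control; higher means more block of Keap1 binding to Nrf2 peptide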
Target sequence (Q14145 whole entry, looked up, the tested form may be a part): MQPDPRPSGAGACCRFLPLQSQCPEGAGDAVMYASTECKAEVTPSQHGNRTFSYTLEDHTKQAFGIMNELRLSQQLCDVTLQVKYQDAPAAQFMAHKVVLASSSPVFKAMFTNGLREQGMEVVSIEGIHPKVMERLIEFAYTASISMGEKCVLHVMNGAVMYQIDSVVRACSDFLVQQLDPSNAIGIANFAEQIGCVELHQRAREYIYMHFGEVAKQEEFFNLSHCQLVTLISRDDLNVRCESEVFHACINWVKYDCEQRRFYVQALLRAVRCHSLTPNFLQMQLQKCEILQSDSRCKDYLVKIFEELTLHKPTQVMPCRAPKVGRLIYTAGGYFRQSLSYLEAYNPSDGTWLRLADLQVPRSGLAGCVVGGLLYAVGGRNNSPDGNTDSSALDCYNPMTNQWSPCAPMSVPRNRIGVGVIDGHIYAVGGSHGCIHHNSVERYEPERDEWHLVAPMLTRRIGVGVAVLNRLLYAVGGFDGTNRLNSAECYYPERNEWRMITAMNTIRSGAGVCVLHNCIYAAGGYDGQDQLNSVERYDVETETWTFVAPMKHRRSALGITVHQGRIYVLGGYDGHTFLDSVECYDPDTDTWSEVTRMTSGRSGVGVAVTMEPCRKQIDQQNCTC
dFosB activator: activators of delta FosB homodimer, primary screen, biochemical, fluorescence polarization, TAMRA-CDK5 oligo, single point; AID 493131, 2011; purified delta FosB; percent of positive-control signal above neutral wells; 340,000 compounds, 0.99% hits; activation, % at 25 µM;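 active means mean activation above about 17%, with every replicate also reaching it, limit read from the data, passing the limit was not always enough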;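 further: fluorescence polarization rise as delta FosB binds a TAMRA Cdk5 AP-1 oligo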
PfHsp90 set2: growth inhibition of PfHsp90-expressing yeast, primary screen, antimalarial PfHsp90 inhibitor project, S. cerevisiae, BacTiter-Glo luminescence, single point, set 2. AID 504621, 2011. inhibition, % at 9.4 µM. 310,000 compounds, 0.32% hits. BacTiter-Glo ATP, 48 h; yeast lacking PDR1 and PDR3 efflux regulators;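 active means every replicate shows inhibition above about 80%, whatever the replicate mean, limit read from the data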;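 further: 0% = DMSO neutral controls and 100% = 20 µM radicicol positive controls; yeast relying on Plasmodium falciparum Hsp90 in place of its own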
Rtt109 Vps75: inhibitors of C. albicans Rtt109/Vps75 HAT, primary screen, biochemical, ThioGlo CoA-SH fluorescence, plate reader; Histone acetyltransferase RTT109 (Candida albicans (strain SC5314 / ATCC MYA-2876)), …; purified Rtt109/Vps75, 4 h; inhibition, % at 34.9 µM; 330,000 compounds, 0.16% hits;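 active means inhibition of at least 50% in every replicate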
Target sequence (Q5AAJ8 whole entry, looked up): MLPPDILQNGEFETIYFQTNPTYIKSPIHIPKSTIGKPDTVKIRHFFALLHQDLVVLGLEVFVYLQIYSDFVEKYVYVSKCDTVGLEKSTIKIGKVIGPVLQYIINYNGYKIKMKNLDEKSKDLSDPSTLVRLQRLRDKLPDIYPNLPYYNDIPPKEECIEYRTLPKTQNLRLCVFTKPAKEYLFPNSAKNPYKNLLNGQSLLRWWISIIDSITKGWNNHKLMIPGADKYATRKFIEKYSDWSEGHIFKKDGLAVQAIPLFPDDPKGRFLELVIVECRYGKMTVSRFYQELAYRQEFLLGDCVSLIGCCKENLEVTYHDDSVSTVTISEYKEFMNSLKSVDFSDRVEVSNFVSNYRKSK
RTF Ca sens act: cardiac RTF calcium sensitivity activators, primary screen, biochemical, IANBD-TnC fluorescence, EC20 calcium; Troponin I, cardiac muscle (Homo sapiens) + Troponin T, cardiac muscle (Homo sapiens) + …; IANBD-labeled TnC RTF fluorescence at EC20 calcium; 0% EC20 calcium, 100% full calcium; activation, % at 7.2 µM; 340,000 compounds, 0.24% hits; AID 493008, 2010;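 active means activation above the mean over all tested compounds plus 3 SD, cut at about 30% in these data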;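 further: rise in fluorescence read as greater calcium sensitivity of cardiac thin filaments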
CDK5 inh: inhibitors of human CDK5/p35 kinase, primary screen, biochemical, single concentration; Cyclin-dependent kinase 5 (Homo sapiens) + Cyclin-dependent kinase 5 activator 1 (Homo …; AID 488839, 2010; inhibition, % at 10 µM; 330,000 compounds, 0.01% hits; Recombinant CDK5/p35, ADP-Glo luminescence, 60 min;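 active means highest replicate inhibition of at least 50% and at least 75% of replicates reaching 50%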;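 further: plate controls were DMSO neutral control for no effect and GW8510 at 10 µM for full effect; many of its hits are not listed in these tables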
* hit, by the source's call; / = no result given.

No.	Compound	C-LANA FP	SUMO Mot1 rescue	PvdQ inh	NSD2 HMT inh	RTF Ca sens inh	Keap1-Nrf2 PPI	dFosB activator	PfHsp90 set2	Rtt109 Vps75	RTF Ca sens act	CDK5 inh
1	COc1ccc(NC(=O)CSCC(=O)Nc2ccccc2N2CCCCC2)cc1	3.5	/	-8	0	-8	-7	-8	-17	-1	1	-3.4
2	CC(C)=CCNc1ncnc2c1c(C#N)cn2C1OC(CO)C(O)C1O (stereo not given)	1.9	/	-18	-1	-2	-1	0	-10	-5	0	0.4
3	O=C(NCc1cccnc1)C1CCCCN1S(=O)(=O)c1ccc(F)cc1 (stereo not given)	0.4	-5	-2	-3	-11	0	-2	15	7	3	-0.4
4	COc1ccc(N2CCN(C(c3ccc4ncccc4c3)c3nnnn3C(C)C)CC2)cc1 (stereo not given)	-0.1	-18	16	5	1	-3	-6	-2	8	-1	4.5
5	CCN(CC)C(=O)C1=C(C)Nc2nnnn2C1c1cccnc1 (stereo not given)	0.7	-20	-7	0	-2	5	1	4	0	-1	0.3
6	O=C(NCCC1=CCCCC1)c1ccc(=O)oc1	-0.8	15	10	2	3	-5	3	-1	0	-1	-1.2
7	Cc1ccc(C(=O)Nc2c(C)n(C)n(-c3ccccc3)c2=O)cc1	-1.7	3	-14	0	-13	3	-4	-20	-4	11	-0.7
8	COc1cc(OC)cc(C(=O)N[C@H](C(=O)OCC(=O)Nc2ccc(F)c(F)c2F)C(C)C)c1	2.8	43	-4	-1	2	-6	-20	4	8	5	-1.9
9	Cc1ccc(NS(=O)(=O)c2ccc3c(c2)CC(=O)N3)cc1C	2.1	9	-5	/	-1	-6	-3	1	6	5	-0.3
10	O=C(O)c1ccc(CSc2nnc(-c3ccccc3Br)o2)cc1	-1.9	-20	-1	0	-3	1	-1	-16	-5	-2	-1.5
11	O=C(NCCCn1ccnc1)C(=O)NCC1OCCN1S(=O)(=O)c1ccc2c(c1)OCCO2 (stereo not given)	0.1	-17	-11	/	-23	-3	0	39	1	-1	-2.4
12	C=CCN1C(=O)CSc2ccc(C(=O)NCc3cccs3)cc21	0.8	0	-14	-2	3	-5	-10	-19	3	4	-1.1
13	CC(C)c1nc(N2CCOCC2)c(C#N)c2c1CCC2	1.5	14	2	-4	-5	2	0	-2	0	-3	-0.1
14	Cc1cccc(NC(=O)CNC(=O)c2sc3ccccc3c2Cl)n1	3.5	-1	2	3	-2	-1	-3	-25	6	0	-1.0
15	COc1ccc(NC(=O)c2oc3ccc(S(=O)(=O)N4CCC5(CC4)OCCO5)cc3c2C)cc1	1.2	8	0	0	-3	0	1	-6	7	1	-0.5
16	CCOc1ccccc1NC(=O)C1CCC(=O)N1S(=O)(=O)c1ccc(C)cc1 (stereo not given)	-2.2	60	-2	33	0	1	-3	-1	0	-6	0.2
17	Cc1ccc(NC(=O)C2CCN(S(=O)(=O)c3c(C)noc3C)CC2)cc1C	-1.2	-9	-4	3	-3	0	-1	-19	3	-4	1.3
18	Cc1cc2n(n1)C(c1ccccc1)Nc1ccccc1-2 (stereo not given)	-2.7	22	25	-5	-5	6	-12	/	-2	8	0.9
19	CCCc1cc(=O)[nH]c(SCC(=O)N2CCN(c3ccc(F)cc3)CC2)n1	0.7	/	6	-2	-6	-4	1	-4	5	-2	0.4
20	Cc1cc(C)cc(NC(=S)N2CCC(C(=O)c3ccc(F)cc3)CC2)c1	3.1	/	-18	0	-4	-4	-9	-12	-2	2	-4.5
21	CCOC(=O)c1cc(C#N)c(N2CCCNCC2)nc1C(F)(F)F	-2.0	180	-17	0	-14	-3	-2	20	-18	-1	2.2
22	O=C(Cc1cccs1)N/N=C/C=C\c1ccco1	3.3	0	19	4	-29	-4	5	10	-4	3	-3.1
23	O=C(O)CC(CC(=O)Nc1ccc(-c2ccccc2)cc1)c1ccccc1 (stereo not given)	3.3	-8	-7	2	-12	-3	-5	0	0	1	3.5
24	O=C(N/N=C\c1ccc(CNS(=O)(=O)c2ccc(Cl)cc2)o1)C(=O)Nc1ccc(Oc2ccccc2)cc1	-1.1	1	-5	-1	-6	2	4	-1	1	-1	/
25	COc1ccc(CN2CC[C@H]3C=CCc4cccc(c43)C2)cc1	1.1	-4	-6	/	-3	0	0	2	-7	-3	0.5
26	Cc1cccc(NC(=O)CNC(=O)COc2cc(F)ccc2[N+](=O)[O-])c1C	1.4	-17	2	-2	-5	-1	8	17	-3	3	-2.0
27	CC1(C)CC(=O)c2cnn(-c3nc4ccccc4[nH]3)c2C1	-1.8	-3	3	-9	-7	1	-7	8	9	-3	-0.5
28	Cc1ccc(-c2nc3ccccc3nc2-c2ccccc2)cc1	-3.2	-8	-17	-5	-6	-4	-11	-36	2	-2	0.9
29	CN(CC(=O)NCCC1=CCCCC1)S(=O)(=O)c1ccc2c(c1)CCC(=O)N2	-1.6	-11	3	/	-4	-4	4	-14	0	5	1.4
30	O=C(CNC(=O)c1ccc(F)cc1)N/N=C/c1ccc(O)c([N+](=O)[O-])c1	1.1	-5	-9	2	-8	-1	-6	-69	1	9	-1.0
31	Cc1cn(S(=O)(=O)c2ccc(Br)cc2)cn1	0.0	-7	-9	0	-6	-5	1	/	0	6	1.2
32	O=S(=O)(NC1CCCCC1N1CCCCC1)c1ccc(Cl)cc1 (stereo not given)	0.0	-15	-22	0	-4	-2	3	-25	0	-1	0.1
33	C=CCC1(CC=C)CCCN1C(=O)CC1C(=O)NCCN1Cc1cccc(OC)c1 (stereo not given)	2.1	-22	-8	-1	0	-3	-11	16	3	-4	0.5
34	Cc1ccc(NS(=O)(=O)c2ccc(Cl)c(C(=O)Nc3cccc(C(=O)O)c3)c2)cc1	-0.3	-9	-5	0	-2	-1	-4	-5	-1	0	-1.0
35	CC[N+](C)(CC)CCC(c1ccccc1)C1CCCCC1 (stereo not given)	-4.0	6	-16	0	-7	1	0	13	4	0	1.5
36	CC1(C)Cc2ccccc2-c2nnc(-c3cccc(O)c3)n21	-0.6	-6	-25	-1	-4	0	-4	48	0	-4	-3.5
37	Cc1ccc(C)c(NC(=O)CS(=O)(=O)c2cn(C)c3ccccc23)c1	-0.4	0	-24	/	-13	-1	-4	5	/	9	-1.2
38	Cn1c(=O)n(CC(=O)OCc2ccccc2)c(=O)c2c1nc1n2CCCN1C1CCCCC1	0.1	211	14	3	2	-2	-3	-11	10	-4	-1.2
39	COc1cc(/C=N/NC(=O)CSc2nc3ccccc3n2C)cc(OC)c1OC	0.0	142	1	-2	-2	-5	3	-1	-4	2	-0.1
40	CC(/C=N/NC(=O)c1nnn(-c2nonc2N)c1C(C)C)=C\c1ccccc1	-1.3	8	7	-4	4	1	-7	-1	27	-3	-2.8
41	CCCCn1c(CN2CCN(c3cccc(Cl)c3)CC2)nc2c1c(=O)[nH]c(=O)n2C	-2.4	-4	-6	2	-1	0	-25	-6	0	-2	-1.4
42	O=C(NCCCN1CCOCC1)c1ccc2c(=O)n(Cc3ccccc3)c(=S)[nH]c2c1	-0.4	5	-4	-5	-12	-2	-9	-33	-2	-1	0.6
43	N/C(=N\S(=O)(=O)c1cccs1)c1ccccc1Cl	-0.6	-4	3	-2	-2	3	-1	4	22	-1	1.0
44	COc1ccc(C(CCN(Cc2ccc(OC)c(OC)c2)C(=O)CCl)c2ccccc2)cc1 (stereo not given)	-1.3	17	-14	2	7	-8	-3	-12	1	9	-3.4
45	CC(/C=C/c1cccs1)=C\C(=O)O	-0.4	9	-9	0	-2	-3	-5	60	-11	-3	-3.1
46	O=C(C1=C(O)C(=O)N(Cc2ccco2)C1c1ccccc1)c1cccs1 (stereo not given)	-0.5	-6	-6	6	-1	-2	2	/	18	0	0.2
47	CC(C)(C)c1ccc(/C=N/NC(=S)NC2CCCCC2)cc1	0.1	-1	8	-1	6	-1	1	-21	10	-1	1.1
48	Cc1cccc(C(C)(C)C)c1OCCCCN1CCCC1	1.8	/	-13	11	7	-4	-4	16	1	-10	1.0
49	CCc1nnc(NC(=O)CS(=O)(=O)Cc2ccccc2)s1	0.6	1	-13	0	-14	-2	0	-8	-1	-7	-0.7
50	N#CCNC1CC(=O)N(c2ccccc2)C1=O (stereo not given)	0.1	7	6	0	2	-2	-4	-13	-5	2	3.9

Screening data deposited in PubChem BioAssay by several laboratories.
